# USP1-UAF1 inh: Inhibitors of USP1/UAF1: Primary Screen. Ubiquitin carboxyl-terminal hydrolase 1 (Homo sapiens), O94782. recombinant USP1/UAF1, Ub-Rhodamine cleavage fluorescence. 0.23% of 390,000 active. Potency, µM (series often up to 57.1 µM), without a hit: top-dose activity change, negative = inhibition, hits mostly inhibitors; further: potency means the concentration at half of the fitted maximal effect; on the % scale 0 is the no-effect control and ±100 the full control effect; nearly all actives have a fitted effect of over 60% in size; inactives centre near -12
#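 1 nM enzyme complex + cpd, 15 min RT; start with Ub-Rho 150nM final; kinetic fluorescence ex 480/em 540, 6 reads q60 s. Buffer 50mM HEPES pH 7.8, 0.5mM EDTA, 0.1 mg/ml BSA, 1mM TCEP, 0.01% Tween-20.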
# IDH1 R132H inh: qHTS for Inhibitors of mutant isocitrate dehydrogenase 1 (IDH1): qHTS; IDH1-R132H enzyme, NADPH consumption, diaphorase/resazurin fluorescence; Potency, µM (top dose mostly 76.6 µM), inactives show at the top dose activity change, negative = inhibition, actives largely listed as inhibitors; 0.093% of 390,000 active; further: potency means the concentration at half of the fitted maximal effect; on the % scale 0 is the no-effect control and ±100 the full control effect; nearly all actives have a fitted effect of over 65% in size
# Target sequence (O75874 whole entry R132H, stated change not applied): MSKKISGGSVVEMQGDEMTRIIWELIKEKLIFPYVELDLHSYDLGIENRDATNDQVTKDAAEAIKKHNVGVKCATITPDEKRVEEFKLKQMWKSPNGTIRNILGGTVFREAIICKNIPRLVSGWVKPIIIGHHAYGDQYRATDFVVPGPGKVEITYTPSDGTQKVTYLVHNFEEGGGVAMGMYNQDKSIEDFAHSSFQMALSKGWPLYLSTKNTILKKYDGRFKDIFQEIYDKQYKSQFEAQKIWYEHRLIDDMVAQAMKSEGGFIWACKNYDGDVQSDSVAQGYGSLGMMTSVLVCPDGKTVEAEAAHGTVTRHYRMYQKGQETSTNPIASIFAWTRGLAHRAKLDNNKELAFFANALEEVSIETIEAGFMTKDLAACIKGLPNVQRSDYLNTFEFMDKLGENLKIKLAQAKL
#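 IDH1-R132H (0.5 ug/mL dispensed) in pH 7.5 Tris buffer was preincubated 30 min with compound, then given a substrate mix of 0.016 mM NADPH and 2 mM alpha-KG for 80 min at room temperature; remaining NADPH was read by diaphorase/resazurin fluorescence.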
# RXFP1 ag: qHTS Assay for Agonists of the Relaxin Receptor RXFP1 | Relaxin receptor 1 (Homo sapiens), Q9HBX9 | HEK293T-RXFP1 cAMP TR-FRET, 30 min; response scale: percent of porcine relaxin response, buffer zero | Potency, µM (doses to about 57.5 µM), for inactives: at the top dose activation, most hits filed as activators | 0.3% of 370,000 active | AID 2676, 2010; further: potency means the concentration at half of the fitted maximal effect; on the % scale 0 is the no-effect control and ±100 the full control effect; nearly all actives have a fitted effect of over 60% in size; many of its hits are not listed in these tables
#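 cAMP rise read by TR-FRET after 30 min, 37C compound exposure (up to 58 uM) in RXFP1-transfected HEK293 cells with Ro 20174 present. EC50 from Hill-equation fits, with 29 nM porcine relaxin as 100% and buffer as basal.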
# Vif-A3G inh: qHTS for Inhibitors of Vif-A3G Interactions: qHTS | DNA dC->dU-editing enzyme APOBEC-3G (Homo sapiens), Q9HC16 | HeLa A3G-eYFP + Vif (tagged APOBEC3G with the HIV-1 protein that degrades it), YFP fluorescence, overnight | Potency, µM (top dose mostly 46.1 µM), without a hit: at the highest dose activity, negative = active, usual class: inhibitors | 0.076% of 410,000 active | AID 602310, 2012;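 further: potency means the concentration at half of the fitted maximal effect; on the % scale 0 is the no-effect control and ±100 the full control effect; nearly all actives have a fitted effect of over 60% in size; hits raise eYFP signal because A3G escapes Vif-driven loss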
#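 Read-out is eYFP fluorescence (Ex 488/Em 500-530) from Vif-expressing HeLa A3G-eYFP cells; more signal means A3G escaped Vif-mediated degradation. Cells plated overnight, compound pinned in, incubated overnight at 37 deg C.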
# LDHA block: qHTS assay for inhibitors of human lactate dehydrogenase; purified LDHA, NADH/diaphorase-resazurin fluorescence; active compounds read low; L-lactate dehydrogenase A chain (Homo sapiens), P00338; 0.15% of 480,000 active; activity change, % (values are at about 110 or 230 µM); in the data active means activity change below about -30%; inconclusive means mostly about -25% to -30%;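 further: plate controls were DMSO wells for no effect and wells without enzyme for full effect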
#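 LDH5 2 nM; NADH 0.06 mM, pyruvate 0.2 mM; 200 mM Tris pH 7.4, EDTA, Tween-20; 5 min RT. Detection: diaphorase 0.133 mg/mL + resazurin 37 µM, fluorescence ex540/em590 at 0 and 20 min; normalized to enzyme-free and DMSO wells.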
# TrxR1 substrate: qHTS Assay for Substrates of Mammalian Selenoprotein Thioredoxin Reductase 1 (TrxR1): qHTS; Thioredoxin reductase 1, cytoplasmic (Rattus norvegicus), O89049; purified TrxR1 substrate turnover, NADPH consumption readout; Potency, µM (doses to about 114 µM), for inactives: at the top dose activity change, negative = substrate turnover; 0.01% of 390,000 active; further: potency means the concentration at half of the fitted maximal effect; on the % scale 0 is the no-effect control and ±100 the full control effect; nearly all actives have a fitted effect of over 50% in size
# Target sequence (O89049 whole entry, looked up): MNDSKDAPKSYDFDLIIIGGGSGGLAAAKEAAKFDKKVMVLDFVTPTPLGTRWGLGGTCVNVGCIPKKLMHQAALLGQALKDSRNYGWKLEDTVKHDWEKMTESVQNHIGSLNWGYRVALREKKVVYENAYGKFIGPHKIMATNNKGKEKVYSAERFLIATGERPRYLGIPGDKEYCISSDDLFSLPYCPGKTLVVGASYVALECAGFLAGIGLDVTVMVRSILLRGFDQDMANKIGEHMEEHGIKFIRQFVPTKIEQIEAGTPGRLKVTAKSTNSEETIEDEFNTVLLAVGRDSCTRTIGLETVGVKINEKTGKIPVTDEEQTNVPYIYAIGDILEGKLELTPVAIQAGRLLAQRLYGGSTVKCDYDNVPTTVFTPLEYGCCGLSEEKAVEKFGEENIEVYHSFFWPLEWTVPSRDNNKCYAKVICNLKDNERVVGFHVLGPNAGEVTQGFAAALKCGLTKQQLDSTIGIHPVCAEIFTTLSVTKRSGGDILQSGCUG
#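 Rat TrxR1, dispensed at 90 nM, was prereduced with 400 uM NADPH (final) for 5 min at ~22 deg C, then incubated with compound 15 min before 400 uM selenite. A first-read NADPH fluorescence drop versus no-compound background flagged substrates.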
# PI4K2A inh: qHTS for small molecular inhibitors of PI4K2A | activity change, negative = inhibition, % at 76.9 µM | 0.13% of 420,000 active | purified PI4K2A, ADP-Glo luminescence, 1 h; active compounds read low; in the data active means activity change below about -50%; inconclusive means mostly about -30% to -49%;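 further: -100% = wells without enzyme as full effect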
#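 Compounds are screened against recombinant PI4K2A using PI as substrate and ATP, the latter dispensed at 300 microM. Reactions run one hour at ambient temperature before ADP-Glo detection; full inhibition defined by wells lacking enzyme.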
# Vif-A3F inh: qHTS for Inhibitors of Vif-A3F Interactions: qHTS | 0.2% of 390,000 active | HeLa A3F-eYFP + Vif (tagged APOBEC3F with the HIV-1 protein that degrades it), YFP fluorescence increase | Potency, µM (doses to about 46.1 µM), for inactives: top-dose activity, negative = active; further: potency means the concentration at half of the fitted maximal effect; % of control where 0% means no effect; nearly all actives have a fitted effect of over 65% in size
#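 HeLa cells stably expressing Vif plus C-terminally eYFP-tagged A3F were seeded, incubated overnight at 37 deg C, dosed with compound, incubated overnight again at 37 deg C. Yellow fluorescence (Ex 488/Em 500-530) reported blocked Vif-mediated A3F-eYFP degradation.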
# Glioma ERSR ind: qHTS for Inducers of the Endoplasmic Reticulum Stress Response (ERSR) in Human Glioma: qHTS. U87-MG GRP78 promoter luciferase reporter, 16 h. Potency, µM, inactives show at the top dose activation, hits mostly activators. 0.02% of 420,000 active; further: potency means the concentration at half of the fitted maximal effect; series mostly up to about 76 µM; % of control where 0% means no effect; nearly all actives have a fitted effect of over 35% in size
#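 Stably transfected U87-MG glioma cells carrying a GRP78-based luciferase sensor; 16 h compound incubation. Luminescence end-point read 10 min after Bright-Glo addition at room temperature.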
# Active calls of the source: *; ? = inconclusive; . = no result given; & = joins results of further samples; [ ] = dose if it differs, or a comment. Unless noted, the call rests on the fitted dose curve; in most records, active means well fitted curve in the direction sought with a large enough effect; inconclusive means small, poorly fitted or top-dose-only effect, or another doubt; inactive means no such curve, though single readings can be large; an effect the other way counts as inactive or inconclusive. A portion of the library; count on the stated rates, not on these rows.
# Each structure is followed by: USP1-UAF1 inh	IDH1 R132H inh	RXFP1 ag	Vif-A3G inh	LDHA block	TrxR1 substrate	PI4K2A inh	Vif-A3F inh	Glioma ERSR ind
> CC1=C(C(=O)Nc2ccccn2)C(c2ccccc2Cl)NC(=S)N1 (configuration not stated)
    -24%	0%	0.1%	0%	2	1%	-1	-6%	4%
> CCN(CC)C(=O)Cn1c(=O)n(CC(=O)N2CCCCC2)c(=O)c2sccc21
    -27%	-1%	-0.8%	-1%	-1	2%	5	3%	-5%
> Cc1cccc(N2C(=O)C3CCCN3C2=S)c1C (configuration not stated)
    -20%	5%	1.4%	-2%	-4	7%	-2	2%	-4%
> O=S(=O)(c1ccc(Br)cc1)c1nc(-c2ccccc2)oc1N1CCOCC1
    -1%	-2%	0.1%	1%	-10	1%	3	6%	-1%
> CSc1nnc(-c2cc3ccccc3cc2O)n1C
    -15%	2%	0.3%	-3%	10	19%[57.1 µM]	5	6%	1%
> COc1ccc(OC)c(NC(=O)CSc2nncc3ccccc23)c1
    -2%	-5%	-0.1%	-4%	0	-5%	2	-3%	-2%
> Cc1ccc(Cl)cc1NC(=S)NCc1cccn1C
    -15%	6%	0.4%	0%	-4	7%[57.1 µM]	2	1%	-4%
> CC1CCC2(CC1)NC(=O)N(CC(=O)c1cn(CCC#N)c3ccccc13)C2=O (configuration not stated)
    -24%	0%	-2.1%	-4%	2&-1	1%	-7	0%	-1%
> NS(=O)(=O)c1ccc(S(=O)(=O)N(CCc2ccccc2)Cc2ccccn2)cc1
    -12%	-6%	2.6%	-13%	-14	-4%	4	-8%	-4%
> O=C(Nc1ccc2nc(-c3cccnc3)[nH]c2c1)C12CC3CC(CC(C3)C1)C2
    -23%	1%	1.0%	7%	-1	23%	3	-2%	3%
> C/C(=N\NC(=O)c1ccc2c(c1)OCO2)c1ccc(NC(=O)CCCC(=O)O)cc1
    -6%	-6%	-0.5%	-12%	-3	-2%	4	-11%	-1%
> COc1ccc(C2Nc3ccccc3C(=O)N2c2ccc(C)cc2)cc1COc1ccccn1 (configuration not stated)
    1%	4%	1.3%	0%	-10	64%[activator]	4	1%	1%
> COc1ccc(CNC(=O)C2CCCN(S(=O)(=O)c3ccc4c(c3)CCCN4C(C)=O)C2)cc1 (configuration not stated)
    -11%&-4%	0%&-4%	-0.5%&0.6%	2%&3%	2&1	-1%	0&3	0%&5%	-4%&-2%
> COc1ccccc1CCC(=O)Oc1ccc(C#N)cc1OC
    -9%	-2%	0.3%	6%	-1	0%	4	-2%	-1%
> COc1cc2[nH]c(=O)n(CCCCCC(=O)NCCc3ccccc3)c(=O)c2cc1OC
    ?	3%	12%	2%	0	-1%	3	-4%	-3%
> Cn1c(=O)c(=O)n(C)c2cc(N3CCCC3)c(NC(=O)c3ccccc3Cl)cc21
    -17%	-4%	10%	3%	5	7%	-2	-2%	-3%
> CCCCCC(=O)N1C[C@@H](O)[C@H](n2cc(COC(=O)c3ccccc3)nn2)C[C@@H]1c1ccc(Cl)cc1
    -2%	-3%	.	-1%	1	.	2	-2%	-4%
> Cc1ccc(NC(=O)CSc2nc3nc(C)c(Br)cc3[nH]2)cc1F
    -3%	-6%	1.0%	-10%	-10	-11%	3	?	14%
> CC1CCN(S(=O)(=O)c2cccc(C(=O)NC3CCCC3)c2)CC1
    -23%	1%	0.1%	4%	-1	-11%	1	6%	-4%
> CCOC(=O)N1CCN(c2ccc(S(=O)(=O)N3CCOCC3)cn2)CC1
    -12%	-1%	.	-3%	-7	1%	1	3%	-1%
> O=C(Nc1c2c(nn1-c1ccccc1)CS(=O)(=O)C2)c1ccccc1C(F)(F)F
    -3%	0%	1.8%	1%	-1	-12%	1	-6%	-4%
> C=CCn1c(SCC(=O)Nc2cc(C)ccc2OC)nnc1-c1ccco1
    -13%	5%	0.5%	-1%	3	-9%	-3	5%	-5%
> CC(C1CC1)N(Cc1ccccc1)C(=S)Nc1cccc(C(F)(F)F)c1 (configuration not stated)
    -8%	3%	-0.6%	0%	-1	-6%[57.1 µM]	3	-17%	-5%
> CN(C)c1ccc(/C=C2\C=Cc3cc([N+](=O)[O-])ccc32)cc1
    .	.	.	-3%	-1	2%	.	.	3%
> Cc1cc(NC(=O)CCC(=O)N(Cc2ccco2)C(C(=O)NC2CCCC2)c2ccccc2F)no1 (configuration not stated)
    -14%	-1%	-1.1%	0%	1	3%	-1	0%	-3%
> Nc1nc(SCC(=O)NCCN2CCOCC2)nc2sc3c(c12)CCC3
    -11%	-4%	5.0%	0%	-7	12%	1	2%	0%
> COc1ccc(C(=O)Oc2ccc(C(=S)N3CCOCC3)cc2)cc1
    -23%	1%	1.3%	3%	0	-5%	4	-3%	-2%
> CCOc1ccc(N(CC(=O)NCc2ccccc2OC)S(C)(=O)=O)cc1
    -26%	2%	0.5%	3%	-7	-10%	-6	1%	2%
> COCCN1C(=O)C(=O)/C(=C(/O)c2ccc(S(=O)(=O)N3CCOCC3)cc2)C1c1ccc(O)cc1 (configuration not stated)
    -11%	-4%	1.3%	1%	0	-7%	-4	4%	-6%
> O=C(COC(=O)/C(=C/c1cccs1)c1cccs1)NCc1ccccc1Cl
    -11%	-1%	2.2%	2%	-5	-4%	1	1%	-6%

# (continued)
# Each structure is followed by: USP1-UAF1 inh	IDH1 R132H inh	RXFP1 ag	Vif-A3G inh	LDHA block	TrxR1 substrate	PI4K2A inh	Vif-A3F inh	Glioma ERSR ind
> Cn1c2c(c(=O)n(C)c1=O)C(c1ccccc1F)C(C#N)=C(N)O2 (configuration not stated)
    -7%	-7%	1.8%	0%	1	3%	-2	21%	-4%
> CN(C(=O)c1cccc(N2C(=O)C3C4C=CC(C4)C3C2=O)c1)C1CCCCC1 (configuration not stated)
    -12%	-10%	0.5%	1%	-1	-3%	2	3%	-1%
> CC(C)(O)C#Cc1ccc(C(=O)NC(CCCNC(N)=O)C(=O)O)s1 (configuration not stated)
    -15%	-3%	-1.2%	2%	-6	8%[57.1 µM]	-2	7%	0%
> CC(C)(CN1CCOCC1)NS(=O)(=O)c1ccccc1
    -4%	2%	0.0%	2%	-4	3%	2	0%	4%
> O=C(CCCCCn1c(=S)[nH]c2ccc(N3CCOCC3)cc2c1=O)NCc1ccc2c(c1)OCO2
    -4%	5%	?	-5%	2	5%[57.1 µM]	1	-4%	-2%
> Cc1ccc[n+](CC(=O)Nc2ccc(N(C)C)cc2)c1
    -14%	2%	-8.2%	3%	3	-3%	0	-2%	-2%
> CCOC(=O)c1sc(=NC(=O)/C=C/c2cccs2)n(C)c1C
    -8%	-2%	3.0%	0%	-1	21%[57.1 µM]	-2	-8%	3%
> Cc1nc2ccc(NC(=O)c3c(-c4ccccc4)noc3C)cc2s1
    -28%	0%	0.9%	-7%	-3	15%[57.1 µM]	4	0%	2%
> COc1ccc(S(=O)(=O)N2CCc3ccccc32)cc1C(=O)N1CCN(C=O)CC1
    -4%	-20%	-0.2%	-10%	-3	5%	0	7%	-1%
> Cc1c(Br)c([N+](=O)[O-])nn1CCCC(=O)Nc1sc2c(c1C#N)CCC2
    -11%	-7%	8.0%	0%	-4	-1%[57.1 µM]	-2	-3%	-5%
> O=C1S/C(=C\c2ccccc2)C(=O)N1CC(O)Cn1c2ccccc2c2ccccc21 (configuration not stated)
    -16%	1%	0.0%	-2%	-4	-2%	-3	-10%	-5%
> O=C(COC(=O)CSc1ccc2ccccc2c1)Nc1ccccc1OC(F)F
    2%	2%	7.0%	0%	1	-7%	-2	-9%	-4%
> Cc1c(C(=O)Nc2ccccc2Cl)sc2ncnc(N(C)C3CCCCC3)c12
    -4%	-18%	23%	0%	-6	-4%[57.1 µM]	-3	?	-2%
> CCCN(CCC)Cc1c(C(=O)N/N=C/c2ccco2)nnn1-c1nonc1N
    ?	9%	3.5%	-4%	5	0%	-20	1%	-2%
> CC1Cc2cc(/C(O)=C3/C(=O)C(=O)N(CCCn4ccnc4)C3c3ccc([N+](=O)[O-])cc3)ccc2O1 (configuration not stated)
    -20%	0%	.	3%	1	-11%	1	1%	-1%
> Cc1cccc(CCNS(=O)(=O)c2cc3c(cc2C)NC(=O)CO3)c1
    -19%	13%	0.2%	-1%	0	-8%[57.1 µM]	-11	-1%	-3%
> Cc1ccc(OCc2nnc(SCC(=O)c3ccccc3)n2Cc2ccco2)cc1
    -10%	4%	0.1%	-8%	-3	-12%	8	6%	0%
> Nc1ccn([C@@H]2O[C@H](C(=O)Nc3ccc(C(=O)N4CCCCC4)cc3)[C@@H](O)[C@H]2O)c(=O)n1
    .	.	.	-2%	-8	.	-3	.	-3%
> CCOC(=O)c1c(NC(=O)CSc2ncnc3ccccc23)sc(C)c1C
    -4%	2%	0.3%	1%	-4	4%[57.1 µM]	-3	?	-4%

# Screening data from PubChem.
